Screening data: PubChem, Sanford-Burnham Center for Chemical Genomics
tim23-1 inh: tim23-1 yeast growth inhibition; S. cerevisiae tim23-1 growth, BacTiter-Glo luminescence, 24 h; AID 463212; inhibition, % at 20 µM; 330,000 compounds, 1.3% hits;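 active means growth inhibition of the mutant yeast at or above 50%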;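 further: temperature-sensitive mutant grown at 25 °C; plate controls were DMSO-treated mutant yeast for no effect and medium wells lacking yeast for full effect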
CXCR6 block: CXCR6 (human) receptor inhibition; CHO-K1 PathHunter CXCR6 beta-arrestin, luminescence; inhibition, % at 20 µM; 360,000 compounds, 0.36% hits; in the data active means inhibition above about 34%, passing the limit was not always enough;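 further: antagonist mode with CXCL16 agonist at 10 nM final; 0% = 10 nM CXCL16 with DMSO and 100% = unstimulated wells without agonist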
APJ antagonist: APJ receptor antagonism; P35414; CHO-K1 APJ beta-arrestin complementation, luminescence; inhibition, % at 20 µM; 330,000 compounds, 0.32% hits; AID 2521;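 active means inhibition above about 40% at 20 µM, limit read from the data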;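 further: cells challenged with 10 nM apelin-13 agonist together with compound; plate controls were apelin-13 plus DMSO wells for no effect and DMSO wells lacking apelin-13 for full effect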
APJ ag: activates the human apelin receptor APJ. activation, % at 20 µM. 330,000 compounds, 0.11% hits. CHO-K1 APJ PathHunter beta-arrestin, luminescence; 0% DMSO wells, 100% apelin;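 active means activation more than six SD over the plate average, tested at 20 µM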;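 further: 0% = DMSO alone and 100% = apelin-13 at 10 nM; some results filed as inactive read as strong as hits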
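assay system = CHO-K1 APJ beta-arrestin complementation cell line | input = cell density 1000 per well | dosing = compound 20 µM once, DMSO 1% | timing = compound 90 min 25 °C, reagent 1 h | measured by = luminescence from split beta-galactosidase complementation, Galacton Star/Emerald II substrate | read-out basis = APJ agonist activity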
Mdm2 MdmX PPI: inhibitors of human Mdm2/MdmX interaction | 330,000 compounds, 3% hits | SaOS-2 split-luciferase Mdm2/MdmX complementation, luminescence | inhibition, % at 8 µM | O15151+Q00987 | AID 485346;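 active means inhibition of at least 50% at 8 µM in the primary screen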
Target sequence (O15151 whole entry, looked up): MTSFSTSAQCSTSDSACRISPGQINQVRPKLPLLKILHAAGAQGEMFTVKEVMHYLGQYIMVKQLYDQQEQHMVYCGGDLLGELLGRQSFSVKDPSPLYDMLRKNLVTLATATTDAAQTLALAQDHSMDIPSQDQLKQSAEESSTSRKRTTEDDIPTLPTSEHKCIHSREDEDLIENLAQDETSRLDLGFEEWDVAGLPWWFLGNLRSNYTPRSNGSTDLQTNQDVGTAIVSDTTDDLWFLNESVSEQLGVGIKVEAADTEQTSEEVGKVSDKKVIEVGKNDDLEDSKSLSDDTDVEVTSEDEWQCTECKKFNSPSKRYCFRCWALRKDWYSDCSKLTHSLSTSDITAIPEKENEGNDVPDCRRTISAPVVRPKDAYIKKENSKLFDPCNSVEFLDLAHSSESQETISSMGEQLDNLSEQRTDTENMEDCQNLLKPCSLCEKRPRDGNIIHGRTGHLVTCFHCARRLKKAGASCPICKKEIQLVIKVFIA
Target sequence (Q00987 whole entry, looked up): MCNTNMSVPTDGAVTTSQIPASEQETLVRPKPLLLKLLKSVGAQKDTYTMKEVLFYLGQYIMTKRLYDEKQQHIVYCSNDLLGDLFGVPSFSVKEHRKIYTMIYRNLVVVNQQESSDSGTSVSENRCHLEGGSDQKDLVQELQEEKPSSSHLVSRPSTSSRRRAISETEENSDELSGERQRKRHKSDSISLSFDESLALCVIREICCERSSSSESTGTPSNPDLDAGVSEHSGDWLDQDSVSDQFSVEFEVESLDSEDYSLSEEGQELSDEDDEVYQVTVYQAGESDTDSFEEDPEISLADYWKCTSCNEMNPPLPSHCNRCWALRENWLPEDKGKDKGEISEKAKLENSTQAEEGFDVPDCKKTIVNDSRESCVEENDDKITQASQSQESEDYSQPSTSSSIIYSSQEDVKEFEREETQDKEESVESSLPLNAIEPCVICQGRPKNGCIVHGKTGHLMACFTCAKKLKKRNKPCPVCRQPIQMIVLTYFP
CHOP UPR activ: activators of apoptotic arm of unfolded protein response (CHOP) | CHO-CHOP luciferase reporter, UPR activation, luminescence; percent of tunicamycin response over DMSO baseline | activation, % at 10 µM | 330,000 compounds, 0.34% hits;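 active means at 10 µM dose, activation of 40% or more, normalized to positive control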;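 further: 100% = tunicamycin at 10 µg/mL and 0% = DMSO alone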
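assay system = CHO CHOP reporter cells | amount = 500 CHO-CHOP cells per well | buffer or medium = F12 with 10% FBS | incubation = 16-18 h cell attachment, then 6 h compound exposure, 37 °C | detection = luminescence read with Steady-Glo | read-out = percent activation relative to tunicamycin control | controls = tunicamycin high control, DMSO low control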
CCR6 antag: antagonists of human CCR6 receptor; P51684; CHO-K1 CCR6 PathHunter beta-arrestin, luminescence, CCL20-stimulated; inhibition, % at 20 µM; 340,000 compounds, 0.49% hits; AID 493098;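 active means compounds whose inhibition of the agonist-driven luminescence signal at 20 µM reaches about 50%, limit read from the data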;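 further: cells stimulated with CCL20 at 14 nM final; plate controls were DMSO with CCL20 for no effect and DMSO without agonist for full effect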
EBI2 block: antagonists of human EBI2 receptor; P32249; EBI2 beta-arrestin recruitment, luminescence, 7a,25-OHC stimulated; inhibition, % at 5 µM; 360,000 compounds, 0.81% hits; AID 651636; in the data active means inhibition above about 38%;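 further: enzyme fragment complementation signal reports receptor beta-arrestin coupling in cells; 0% = agonist plus DMSO wells and 100% = wells without agonist; some results beyond the cut were filed as inactive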
UPR XBP1 act: activators of adaptive arm of unfolded protein response (XBP1) | activation, % at 20 µM | CHO-XBP1 luciferase reporter, IRE1-XBP1 UPR activation, luminescence; percent of tunicamycin response, DMSO as zero | 330,000 compounds, 0.33% hits | AID 463104;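 active means versus positive control, 20 µM dose yields 30% or more activation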;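 further: 100% = tunicamycin at 10 µg/mL and 0% = DMSO only wells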
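Test system: CHO-XBP1 luciferase reporter cells | Buffer or medium: Serum-containing F12 medium, 10% FBS | Schedule: 6 h compound exposure at 37 °C, 5% CO2 | Detection: Steady-Glo luciferase glow luminescence, 10 min after reagent addition | Read-out basis: Activation, % of tunicamycin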
* = called active by the depositor; . = not tested or not shown. An excerpt (hit frequency here may not be typical).

SMILES	tim23-1 inh	CXCR6 block	APJ antagonist	APJ ag	Mdm2 MdmX PPI	CHOP UPR activ	CCR6 antag	EBI2 block	UPR XBP1 act
C[C@]12C(=O)N(c3cccc(Cl)c3)C(=O)N1[C@@H]1c3ccccc3OC[C@@H]1[C@H]2c1ccccc1	34	7	14	-1	34	-1.5	9	17	-1
COc1ccc2[nH]cc(CCNC(=O)COc3ccc4ccc(=O)oc4c3)c2c1	19	3	-42	-1	12	3.5	7	1	0
COc1ccc(NC(=S)Nc2ccc(C)c(S(=O)(=O)N3CCCCC3)c2)cc1	25	.	-1	-1	25	2.8	.	.	-1
CC(=O)Nc1ccc(NC(=O)c2cc(-c3cc(C)c(C)cc3O)n[nH]2)cc1	-23	3	2	-3	43	1.6	9	1	4
CC1CCCN(CC(=O)Nc2ccc(S(=O)(=O)N3CCCCC3)cc2)C1 (stereo unspecified)	3	-2	-16	6	11	-2.1	-5	-7	-4
FC(F)(F)c1ccc(Oc2ccc3ccccc3c2Br)nc1	14	-9	0	-2	-23	0.6	19	9	4
COC(=O)c1cccc(NC(=O)CC2C(=O)NCCN2C(=O)c2ccc(F)cc2F)c1 (stereo unspecified)	13	-4	-8	3	-19	0.3	2	-9	-1
CCOC(=O)c1ccc(NC(=O)C2CC3CCC2C3)cc1 (stereo unspecified)	40	-4	-11	-3	-131	4.7	5	6	3
CC1CCCCC1NC(=O)COC(=O)CCC(=O)c1cccs1 (stereo unspecified)	24	-7	0	0	-12	8.1	0	6	-3
O=c1[nH]c(=O)c2nc(-c3ccc(Cl)cc3)cnc2[nH]1	3	-1	0	-2	19	1.9	0	0	-2
CC(CCc1ccccc1)NC(=O)c1nnc(Cc2ccc(Cl)cc2)o1 (stereo unspecified)	9	0	-1	-3	1	-3.9	6	22	-4
Cc1cc(NC(=O)CCC(=O)N(Cc2ccccc2)C(C(=O)NC2CCCC2)c2ccc(C)o2)no1 (stereo unspecified)	15	6	-1	1	16	0.4	7	5	0
COc1ccc(NC(=O)CC2C(=O)N(C)C(=S)N2Cc2ccncc2)cc1 (stereo unspecified)	20	2	6	-2	-24	-0.7	-10	-12	-1
N#CCC(=O)NC1CCC(CC2CCC(NC(=O)CC#N)CC2)CC1 (stereo unspecified)	8	-16	-46	-9	6	-0.6	14	3	-4
CC(=O)Nc1ccc(NC2=CC(=O)CC(C)(C)C2)cc1	2	-10	6	4	6	-2.7	-13	-8	0
CC(C)n1c(C(F)(F)F)nc2cc(C(=O)N3CCC(O)CC3)ccc21	-4	-1	10	-5	24	1.7	12	-5	-3
O=C(Nc1ccnn1C1CCN(Cc2ccc(O)c(Cl)c2)CC1)C1CCCC1	4	6	-49	4	9	-1.0	1	0	-3
Cc1ccc(NC(=O)c2cc(S(=O)(=O)N3CCc4ccccc43)cn2C)cc1	13	-2	-27	0	18	4.7	-6	22	-3
O=C(NCC1CC1)C1(S(=O)(=O)c2ccccc2)CC=CC1	-5	-7	18	0	3	-1.1	-3	-16	0
O=C(CNC(=O)C1COc2ccccc2O1)Nc1ccc(F)c(F)c1 (stereo unspecified)	8	-3	-4	-1	15	1.4	-2	-1	-4
O=c1n(S(=O)(=O)c2cccc3cccnc23)c2ccccc2n1S(=O)(=O)c1cccc2cccnc12	17	-2	3	-4	26	-1.1	10	3	-2
CCc1nnc(NC(=O)C2CCCN2C(=O)Nc2ccc(C)cc2)s1 (stereo unspecified)	-7	0	8	0	25	-1.5	13	-6	-6
C/C(=N/NC(=S)Nc1cccc(C)c1)c1cccc([N+](=O)[O-])c1	36	18	5	-3	-17	-0.2	21	4	-1
NC(=O)c1cc([N+](=O)[O-])ccc1NCc1ccc(N)cc1	30	-2	-53	1	31	-7.5	19	15	-6
C=CCn1c(-c2ccc(Cl)cc2)cnc1SC(C)C(=O)NC(N)=O (stereo unspecified)	12	-4	11	0	9	-0.5	-2	7	-3
CC(C)C(NS(=O)(=O)c1ccccc1)C(=O)N1CCCCCC1 (stereo unspecified)	17	2	4	-2	21	-0.1	9	-3	-3
Cc1cccn(Cc2c(F)cccc2Cl)c1=O	16	-15	3	-5	-17	-2.3	3	8	1
Cc1cc2cc3c(cc2nc1SCC(=O)N1c2ccccc2CC1C)OCO3 (stereo unspecified)	22	11	10	-1	13	-1.5	12	23	-3
CCC(C)(C)C1CCC2(CC1)NC(=O)N(CC(=O)Nc1nc(-c3ccc(C)cc3)cs1)C2=O (stereo unspecified)	10	1	9	-1	21	-0.1	23	43*	7
Cc1noc(C)c1COC(=O)c1ccc2c(c1)OCCO2	3	-8	-2	3	3	-2.2	8	-1	0
C=CCN(C(=O)c1ccc2snnc2c1)c1ccccc1	12	-1	5	-5	15	0.3	6	1	-5
COc1ccc(C(=O)n2c(N)nc3ccccc32)cc1OC	7	8	-1	0	-52	4.1	9	-5	1
COc1cc(C)c(NC(=O)c2cccc(S(=O)(=O)N3CCCC3)c2)cc1OC	12	-3	4	2	13	0.0	4	0	-3
O=C1C2CC=CCC2C(=O)N1Nc1ccccc1 (stereo unspecified)	3	-5	1	-4	-21	0.5	9	-5	-2
Cc1cccc(C)c1OCc1cc(C(=O)N2CCN(c3ccc(F)cc3)CC2)no1	16	4	26	1	-159	3.4	18	2	-6
COc1ccc(/C=C2\SC(N)=NC2=O)cc1	15	-8	-3	-3	17	5.3	-22	-16	-5
CC1=C(C(=O)OC(C)C)C(c2c(O)ccc3ccccc23)NC(=O)N1 (stereo unspecified)	13	2	-1	0	1	1.8	-9	-6	0
Cc1nnc(C)c2c(C)n(C(c3ccccc3)c3ccccc3)c(C)c12	18	-2	-16	-2	-10	1.0	3	15	-1
Cc1ccc(NC(=O)C2(N3CCC3=O)CCCCC2)cc1	12	2	15	-4	11	2.0	3	0	1
CC(=O)OC(COc1ccccc1)Cn1cnc2ccccc21 (stereo unspecified)	2	1	-6	-1	18	0.4	-1	1	-1
Cc1cc(C)cc(NC(=S)NCCSc2ccc(Cl)cc2)c1	24	-13	5	2	14	-2.1	4	30	-1
O=C(Cc1ccc(Cl)cc1)NC1CCCCCC1	6	2	16	-4	24	5.3	12	12	-2
COc1ccc(-c2nnc(CSc3nc4ccccc4c(=O)n3CC(C)C)o2)cc1OC	11	7	12	-1	15	-1.1	11	-1	3
O=C(c1ccc(Br)cc1)c1cc([N+](=O)[O-])ccc1N1CCOCC1	22	1	20	-5	48	-1.8	22	-1	4
O=C(O)CCn1c(-c2ccccc2)cc2c1CCCC2=O	-4	2	10	-1	44	-0.7	4	-6	-4
O=C(c1cc(-c2ccco2)nc2ccccc12)N(Cc1nnc(-c2ccc(Cl)cc2)o1)C1CC1	21	19	21	27	12	2.0	29	6	-1
CCOC(=O)c1c(C)nc2sc3c(=O)n(-c4ccc(C(C)=O)cc4)nnc3c2c1-c1ccc(OC)cc1	12	10	-6	-3	47	5.6	-9	-6	-5
CCOC(=O)CSc1nnc(C)n1N	-24	-4	8	-2	-7	0.6	-9	1	-1
Cc1cc(C)c(C)c(C(=O)C2OC(=O)C(C)(C)C(=O)C2(C)C)c1C (stereo unspecified)	6	7	3	-4	-21	3.7	-1	1	1
CC(C)C(NC(=O)c1ccco1)C(=O)OCC(=O)Nc1ccc(C(N)=O)cc1 (stereo unspecified)	-9	-2	10	-4	15	-1.3	0	-7	-4
COc1ccc(NS(=O)(=O)c2cccc(C(=O)NCc3cccnc3)c2)cc1	-20	5	10	5	-5	0.2	-1	4	2
Cc1ccc(N=CNc2ccc(C)cc2C)c(C)c1	-10	-13	-6	1	21	-0.2	8	-1	-5
Cc1cc(C(=O)OCC(=O)Nc2ccccc2C#N)c(C)o1	8	-9	24	-5	-18	2.2	5	-5	1
COc1cc(CC(=O)NCc2ccccn2)cc(OC)c1OC	18	6	3	0	16	-1.9	14	-3	-1
O=C(CNC1CCCCCC1)Nc1ccc(N2CCCC2)cc1	3	.	17	-3	5	1.3	.	.	-1
CNC(=O)c1ccc(Nc2nc(-c3ccccc3)nc3ccccc23)cc1	30	0	9	1	48	3.3	2	-17	13
O=C(NC(=S)NNC(=O)c1ccco1)c1ccc(F)cc1	-16	11	22	-5	29	3.4	20	-2	0
CC(C)(C)C(=O)CSc1ncccn1	9	0	3	-3	-6	-0.6	-1	-12	-2
O=C(CN1CCN(Cc2ccc(F)cc2)CC1)NCc1ccccc1	4	1	3	-3	4	-1.3	10	-9	-6
CCOC(=O)C1=C(N)OC2=C(C(=O)CCC2)C1c1ccccc1OC (stereo unspecified)	6	8	6	-3	13	-2.9	23	-1	0
(list continues)
SMILES	tim23-1 inh	CXCR6 block	APJ antagonist	APJ ag	Mdm2 MdmX PPI	CHOP UPR activ	CCR6 antag	EBI2 block	UPR XBP1 act
COc1ccc(CC(=O)N2CCC(n3nccc3NC(=O)C3CC3)CC2)cc1	4	7	14	1	-4	-0.2	6	-13	-4
COC(=O)C(CC(=O)c1ccccc1)CC(=O)c1ccccc1	15	-5	-11	-1	-38	5.3	5	-5	7
CCOC(=O)Cn1c(=O)oc2cc(S(=O)(=O)Nc3cc(OCC)ccc3OCC)ccc21	12	-14	2	-5	10	0.4	-9	-4	-1
C/C(=N\NC(=O)c1cc2c(s1)CCC(C)C2)c1ccncc1 (stereo unspecified)	40	7	9	0	18	1.5	13	9	5
CC(C)NC(=S)N/N=C1\CCCc2ccccc21	23	0	-1	-4	13	-0.6	19	-4	-4
O=S(=O)(NCC1CCCO1)c1cccc2nsnc12 (stereo unspecified)	14	6	3	1	10	0.4	28	-2	-1
CC(NC(=O)c1ccccc1NC(=O)CN1CCc2ccccc2C1)c1ccccc1 (stereo unspecified)	41	-2	-19	1	-11	-1.4	18	16	2
NC(=O)CCn1c(C(=O)c2cc(Cl)c(N)c(Cl)c2)c2ccccc2[n+]1[O-]	-22	1	0	3	5	0.1	8	-15	-1
Cc1cc(OCC(=O)O/N=C(\N)c2ccccc2)ccc1Br	18	5	-6	-1	-5	0.8	20	-1	1
Cc1ccc(S(=O)(=O)N(CC(=O)O)Cc2ccccc2F)cc1	18	1	6	0	-9	-0.4	0	1	-3
